# High-throughput results from PubChem.
# CSN inh = inhibitors of CSN-mediated cullin deneddylation, primary screen, biochemical, fluorescence polarization, uHTS. Purified CSN, SCF-Nedd8-OG deneddylation. inhibition, % at 12.5 µM. 360,000 tested, 0.38% active;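 active means pattern-corrected inhibition above about 35%, with an unprinted fluorescence ratio check between 0.5 and 1.5, limit read from the data, passing the limit was not always enough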;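 further: 0% = enzyme with substrate and 100% = substrate without enzyme; some results filed as inactive read as strong as hits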
#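 Test system: purified human Csn5 enzyme expressed in HEK293T cells. Amount: 0.24 nM enzyme. Reagent: SCFSkp2-Nedd8OG substrate at 10 nM final. Schedule: 90 min incubation of compound, enzyme and substrate at room temperature. Detection: fluorescence polarization. Read-out: % inhibition of substrate cleavage by Csn5.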
# Neddylation inh = inhibitors of cullin neddylation, primary screen, biochemical, TR-FRET, uHTS, NAE and Ubc12; 360,000 tested, 0.58% active; AID 651699, 2012; calls only at 25 µM; in the data active means inhibition above about 36%
# SKN-1 block = suppressors of acrylamide-induced Pgst-4::GFP reporter in worms, primary screen, SKN-1 inhibitor project, whole organism, uHTS, GFP/RFP fluorescence ratio, strain VP596 | C. elegans VP596 Pgst-4::GFP/RFP ratio, 24 h | inhibition, % at 21.8 µM | 360,000 tested, 0.49% active;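 active means interference check ratio from 0.5 to 1.5 plus GFP to RFP signal ratio inhibition reaching or exceeding a fixed threshold, cut at about 30% in these data, passing the limit was not always enough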; further: some compounds called inactive have numbers as strong as hits
# MT1-MMP act inh = blockers of MT1-MMP proenzyme processing, primary screen, HT1080 RFP-PRO-GFP cells, GFP/RFP fluorescence; AID 651647, 2012; GFP/RFP ratio change, % at 20 µM; Matrix metalloproteinase-14 (Homo sapiens), P50281; GFP/RFP ratio fluorescence, overnight; percent of plate control window, DMSO zero; 360,000 tested, 0.061% active;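 active means GFP/RFP ratio change of at least 30% with cell ATP level not reduced by more than half and red fluorescence within 50% of control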; further: strong numbers were not always called active
#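 Material: RFP-PRO-GFP reporter HT1080 cells. Dosing: single-point 20 µM compound, 1% DMSO. Controls: DMSO and RFP-L50D-GFP cell wells. Timing: cells overnight before dosing, compound overnight, 37 °C, 5% CO2. Measure: GFP/RFP fluorescence ratio.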
# NadD block = inhibitors of S. aureus NadD, primary screen, biochemical, colorimetric, uHTS | Nicotinate-nucleotide adenylyltransferase NadD (Staphylococcus aureus N315) | inhibition, % at 20 µM | 360,000 tested, 0.78% active | purified NadD enzyme, colorimetric absorbance read-out; in the data active means inhibition above about 26%; further: some compounds past the cut are filed as inactive
# FAS-TE inh = FAS thioesterase domain inhibitors, primary screen, biochemical, fluorescence intensity, uHTS. inhibition, % at 15 µM. 360,000 tested, 0.67% active. Fatty acid synthase (Homo sapiens), P49327. recombinant FAS-TE, OMFH fluorogenic substrate, fluorescence endpoint;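 active means compounds whose normalised, plate-corrected inhibition of enzyme fluorescence in the single-dose primary screen is 50% or more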;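 further: 0% = DMSO with enzyme and 100% = substrate without enzyme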
# Rin1-Abl PPI inh = inhibitors of Rin1-Abl protein binding, primary screen, biochemical, TR-FRET | Tyrosine-protein kinase ABL1 (Homo sapiens) + Ras and Rab interactor 1 (Homo sapiens), … | inhibition, % at 7.35 µM | 360,000 tested, 0.4% active | AID 588664, 2011; in the data active means inhibition above about 5%, passing the limit was not always enough
# Rpn11 block = Rpn11 (PSMD14) deubiquitinase inhibitors, primary screen, biochemical, fluorescence polarization, uHTS. 26S proteasome non-ATPase regulatory subunit 14 (Homo sapiens), O00487. human 26S proteasome, Ub4-pepOG fluorescence polarization; 20S core pre-blocked with epoxomicin. calls only at 20 µM. 360,000 tested, 0.59% active. AID 588493, 2011;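 active means inhibition at 20 µM, scaled to each plate's controls, above about 33%, limit read from the data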
# PABP1 MLLE inh = inhibitors of PABP1 MLLE–PAM2 peptide binding, primary screen, biochemical, fluorescence polarization, FITC-PAM2, GST-MLLE; inhibition, % at 20 µM; 360,000 tested, 0.36% active; Polyadenylate-binding protein 1 (Homo sapiens), P11940; AID 588489, 2011; in the data active means inhibition above about 35%, passing the limit was not always enough;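 further: plate controls were DMSO wells with GST-MLLE for no effect and wells lacking GST-MLLE protein for full effect; some results filed as inactive read as strong as hits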
# Numbers without * were called inactive; i = inactive; . = not tested or not shown.
# The opening 2 records as a preview:
1	CCc1nnc(NC(=O)Cc2ccc(S(=O)(=O)N3CCCCC3)cc2)s1
2	Cc1cc(Cl)cc(Cl)c1CNc1c([N+](=O)[O-])c(=O)oc2ccccc12

Screen / compound no.	1	2
CSN inh	2.0	-5.0
Neddylation inh	i	i
SKN-1 block	1.1	0.0
MT1-MMP act inh	1.4	3.6
NadD block	-5.6	7.0
FAS-TE inh	-7.2	26.2
Rin1-Abl PPI inh	4.6	-3.1
Rpn11 block	i	i
PABP1 MLLE inh	-10.6	11.6

# The whole of this part, from the first entry:
1	CCc1nnc(NC(=O)Cc2ccc(S(=O)(=O)N3CCCCC3)cc2)s1
2	Cc1cc(Cl)cc(Cl)c1CNc1c([N+](=O)[O-])c(=O)oc2ccccc12
3	Cc1ccc(OCC(=O)NS(=O)(=O)c2ccc(Cl)cc2)cc1
4	C/C(=N\NC(=O)CN(c1ccccc1Br)S(C)(=O)=O)c1cccs1
5	Nc1ncnc2nc(-c3ccccc3)[nH]c12
6	CCCCCC(=O)Nc1ccc(N2CCN(S(C)(=O)=O)CC2)cc1
7	COc1ccc(CNC(=O)C2CCN(C(=O)[C@@H](CC(C)C)NC(=O)OC(C)(C)C)CC2)cc1
8	O=C(NCc1ccccn1)c1ccc(Cn2c(=S)[nH]c3ccccc3c2=O)cc1

Screen / compound no.	1	2	3	4	5	6	7	8
CSN inh	2.0	-5.0	-2.1	0.1	3.6	-1.2	-1.9	6.5
Neddylation inh	i	i	i	i	.	i	i	i
SKN-1 block	1.1	0.0	11.6	6.8	-3.9	5.0	-2.8	8.3
MT1-MMP act inh	1.4	3.6	0.9	2.3	1.3	-1.2	-0.5	-0.1
NadD block	-5.6	7.0	-2.4	-1.4	-4.3	-1.7	-6.7	0.6
FAS-TE inh	-7.2	26.2	-0.5	0.5	-9.6	-9.8	1.4	15.7
Rin1-Abl PPI inh	4.6	-3.1	-0.5	0.6	-1.1	2.2	-0.4	-1.7
Rpn11 block	i	i	i	i	i	i	i	i
PABP1 MLLE inh	-10.6	11.6	-5.8	7.8	13.2	3.9	4.4	-88.5

9	COc1ccc(SC[C@H](C)CN2CC[C@H](C(C)(C)C)CCC2=O)cc1
10	N#CCSCC(=O)Nc1ccccc1
11	O=C(NCc1ccc(OC(F)(F)F)cc1)C1CC(c2ccccc2C(F)(F)F)=NO1 (stereo unspecified)
12	CC(C)CCNC(=O)CN(Cc1ccccc1)C(=O)CCC(=O)Nc1nccs1
13	O=C(NNC(=O)C1CC1c1ccccc1)Nc1ccccc1 (stereo unspecified)
14	Cc1ccc(Cn2cccc(NC(=O)NCc3ccccc3)c2=O)cc1
15	O=C1c2ccccc2CN1Cc1ccccc1
16	C=CCn1c(P(=O)(O)c2ccccc2)nc2ccccc21

Screen / compound no.	9	10	11	12	13	14	15	16
CSN inh	-1.0	-0.5	-2.8	1.1	-12.4	2.6	-0.8	3.2
Neddylation inh	i	i	i	i	i	i	i	i
SKN-1 block	14.3	0.2	13.9	-21.5	1.7	5.7	17.3	-17.6
MT1-MMP act inh	-6.3	-1.3	-0.7	1.4	-1.0	-21.4	-1.2	0.1
NadD block	-6.4	0.8	-8.9	-5.4	0.4	-2.3	0.1	-5.4
FAS-TE inh	27.0	-3.0	26.0	-0.9	-8.4	-1.1	-5.5	-6.5
Rin1-Abl PPI inh	-0.2	1.7	0.0	2.5	-0.1	5.1	2.0	-0.5
Rpn11 block	i	i	i	i	i	i	i	i
PABP1 MLLE inh	40.2*	-5.0	-9.3	-4.2	10.5	-2.7	-5.5	2.3

17	CCCC(=O)N1CCN(c2ccc(NC(=O)c3cc4ccccc4o3)cc2)CC1
18	O=C(Nc1ccc(Oc2nnc(-c3ccccc3)c3ccccc23)cc1)c1ccccc1
19	CC12CCC(C(=O)Nc3ccc(Br)cn3)(OC1=O)C2(C)C (stereo unspecified)
20	Fc1ccccc1-c1[nH]ncc1-c1nnnn1-c1ccccc1
21	COc1ccc(C(=O)COC(=O)c2cc(S(=O)(=O)N3CCCCC3)ccc2N2CCOCC2)c(OC)c1
22	Cn1c(=O)n(C)c2cc(S(=O)(=O)NCC(=O)O)ccc21
23	C/C(=N/NS(=O)(=O)c1cc(C)ccc1C)c1ccncc1
24	NC(=O)COC(=O)c1c2c(nc3ccccc13)CCCCC2

Screen / compound no.	17	18	19	20	21	22	23	24
CSN inh	0.9	-8.6	-2.9	7.3	-2.4	-2.3	2.9	-1.4
Neddylation inh	i	i	i	i	i	i	i	i
SKN-1 block	48.0*	4.2	3.6	-7.4	10.2	-14.0	7.1	5.8
MT1-MMP act inh	1.5	3.7	4.8	-3.5	-4.3	-8.6	0.4	-9.0
NadD block	6.0	25.0	-0.6	0.2	4.6	11.7	-1.4	0.9
FAS-TE inh	0.1	7.4	-4.8	-9.8	73.1*	-3.1	-3.5	-0.4
Rin1-Abl PPI inh	1.4	0.8	-1.4	-4.8	-1.2	-0.1	4.8	-0.1
Rpn11 block	i	i	i	i	i	i	i	i
PABP1 MLLE inh	1.4	6.5	0.3	-0.1	-6.8	4.7	1.7	6.2

25	Cc1ccc(S(=O)(=O)N2CCCC(C(=O)NC3CCCC3)C2)cc1 (stereo unspecified)
26	COc1ccccc1N1CCN(C2CCCN(C(=O)CCc3cnn(C)c3)C2)CC1 (stereo unspecified)
27	O=C(OCc1nnc(-c2ccccc2)o1)c1ccc(S(=O)(=O)NCc2ccco2)cc1
28	O=S(=O)(c1cccs1)n1nnc2ccccc21
29	CC(C)c1nnc(NC(=O)C2CCN(C(=O)Nc3ccccc3)CC2)s1

Screen / compound no.	25	26	27	28	29
CSN inh	-0.8	0.4	5.4	-0.9	-3.2
Neddylation inh	i	i	i	i	i
SKN-1 block	1.6	-1.3	12.3	12.3	1.6
MT1-MMP act inh	-2.5	1.5	-2.9	1.0	-6.4
NadD block	-6.7	-2.8	-5.3	3.2	-5.2
FAS-TE inh	-0.6	-3.3	21.0	-4.6	-1.7
Rin1-Abl PPI inh	-0.4	1.7	0.7	0.2	1.7
Rpn11 block	i	i	i	i	i
PABP1 MLLE inh	-4.9	4.9	-20.4	2.0	-8.0

# 5 entries already listed, sorted by the value under CSN inh, highest first.
cpd | Molecule | CSN inh
27 | O=C(OCc1nnc(-c2ccccc2)o1)c1ccc(S(=O)(=O)NCc2ccco2)cc1 | 5.4
26 | COc1ccccc1N1CCN(C2CCCN(C(=O)CCc3cnn(C)c3)C2)CC1 (stereo unspecified) | 0.4
25 | Cc1ccc(S(=O)(=O)N2CCCC(C(=O)NC3CCCC3)C2)cc1 (stereo unspecified) | -0.8
28 | O=S(=O)(c1cccs1)n1nnc2ccccc21 | -0.9
29 | CC(C)c1nnc(NC(=O)C2CCN(C(=O)Nc3ccccc3)CC2)s1 | -3.2
